PfHsp40 yeast – restores yeast growth despite PfHsp40 toxicity; S. cerevisiae expressing PfHsp40, growth rescue, ATP luminescence; growth rescue, % at 12.5 µM; 340,000 tested, 0.68% active; AID 504582; in the data active = growth rescue above about 28%, passing the limit was not always enough;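 note: yeast W303a lacking pdr1 and pdr3 grown in galactose medium; growth measured after three days at 30 °C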
SSB-PriA inh – inhibitors of Klebsiella pneumoniae PriA binding to SSB C-terminal tail. inhibition, % at 33 µM. 430,000 tested, 0.6% active. AID 1272365. AlphaScreen SSBct-PriA binding, biotinylated peptide; in the data active = inhibition mostly above about 37%, no sharp cut-off; inactive = mostly below about 20%;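 note: plate controls were negative control peptide for no effect and reference peptide for full effect; strong numbers were not always called active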
TcdB GH inh – blocks C. difficile toxin B glycohydrolase activity; TcdB glycohydrolase enzymatic assay, plate reader; inhibition, % at 9.99 µM; 350,000 tested, 0.24% active; in the data active = inhibition above about 10%
Y pestis TopoI – blocks Yersinia pestis topoisomerase I activity; Y. pestis Topo-I cleavage product accumulation, plate reader; activity, % at 10 µM; 360,000 tested, 0.064% active; in the data active = activity above about 50%, passing the limit was not always enough; note: inactives centre near 2
BH1578 lux ind – quorum light induction in luxS cqsA deficient V. cholerae | V. cholerae BH1578 lux reporter, luminescence, 6 h | activation, % at 18.7 µM | 350,000 tested, 0.16% active | AID 588436; in the data active = activation mostly above about 9.7%, no sharp cut-off; note: not every result past the cut was called active; inactives centre near 0; reference of the scale not given here
MazEF act – activators of E. coli MazEF toxin-antitoxin RNase; activation, % at 20 µM; 350,000 tested, 0.32% active; P0AE70; FAM/BHQ RNA-DNA oligo cleavage fluorescence, 5 h; in the data active = activation above about 50%
Target sequence (P0AE70 whole entry, looked up): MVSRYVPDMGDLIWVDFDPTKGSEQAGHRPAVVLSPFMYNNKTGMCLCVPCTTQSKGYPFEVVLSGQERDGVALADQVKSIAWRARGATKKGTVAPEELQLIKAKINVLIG
Anthrax LF inh2 – anthrax lethal factor protease inhibition; AID 588501; multiplex microsphere protease cleavage assay, LF; inhibition, % at 10 µM; P15917; 360,000 tested, 0.12% active; in the data active = inhibition above about 30%; note: plate controls were buffer without enzyme for full effect and enzyme alone for no effect
Target sequence (P15917 whole entry, looked up): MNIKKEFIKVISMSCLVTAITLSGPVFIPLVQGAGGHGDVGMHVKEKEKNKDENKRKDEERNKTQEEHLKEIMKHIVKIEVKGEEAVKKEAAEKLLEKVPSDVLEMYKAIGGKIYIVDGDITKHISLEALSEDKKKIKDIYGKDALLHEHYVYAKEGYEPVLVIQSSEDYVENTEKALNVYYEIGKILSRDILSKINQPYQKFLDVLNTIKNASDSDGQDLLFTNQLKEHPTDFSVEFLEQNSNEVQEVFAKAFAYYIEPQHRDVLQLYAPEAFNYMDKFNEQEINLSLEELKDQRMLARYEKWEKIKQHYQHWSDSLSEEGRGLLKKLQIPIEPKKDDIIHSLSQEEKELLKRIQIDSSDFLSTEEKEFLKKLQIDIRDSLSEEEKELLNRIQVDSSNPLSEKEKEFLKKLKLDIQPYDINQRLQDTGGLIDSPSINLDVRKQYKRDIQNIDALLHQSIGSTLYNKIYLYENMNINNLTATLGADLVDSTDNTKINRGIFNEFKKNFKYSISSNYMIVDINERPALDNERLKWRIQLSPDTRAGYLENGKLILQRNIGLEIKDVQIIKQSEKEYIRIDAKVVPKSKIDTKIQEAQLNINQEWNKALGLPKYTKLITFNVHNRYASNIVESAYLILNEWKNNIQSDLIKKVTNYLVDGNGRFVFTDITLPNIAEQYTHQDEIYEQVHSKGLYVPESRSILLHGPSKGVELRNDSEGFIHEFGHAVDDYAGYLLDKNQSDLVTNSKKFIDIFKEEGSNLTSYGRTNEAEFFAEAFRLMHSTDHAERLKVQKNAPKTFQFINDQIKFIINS
Rv3671c protease – Rv3671c (M. tuberculosis) protease inhibition; 320,000 tested, 0.048% active; inhibition, % at 5.96 µM; P9WHR9; in the data active = inhibition above about 38%;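 note: extracellular domain of Rv3671c used as enzyme; 0% = enzyme with DMSO and 100% = no enzyme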
3CLpro inhibitor – SARS-CoV 3CLpro protease inhibition | P0C6X7 | recombinant SARS-CoV 3CLpro, quenched FRET peptide cleavage | inhibition, % at 6 µM | 290,000 tested, 0.14% active; in the data active = inhibition above about 12%
VHR inh abs – blocks human VHR1 dual specificity phosphatase; inhibition, % at 13.3 µM; recombinant VHR phosphatase, pNPP absorbance; P51452; 290,000 tested, 0.52% active; in the data active = inhibition above about 50%; note: some compounds called inactive have numbers as strong as hits
Numbers without * were called inactive; i = inactive; / = no result given; & = joins results of further samples.

SMILES | PfHsp40 yeast | SSB-PriA inh | TcdB GH inh | Y pestis TopoI | BH1578 lux ind | MazEF act | Anthrax LF inh2 | Rv3671c protease | 3CLpro inhibitor | VHR inh abs
O=S(=O)(NC12CC3CC(CC(C3)C1)C2)c1ccc(F)cc1 | -0.1 | -10 | / | 19 | -0.2 | -10 | -2 | -3 | -3 | -2
Cn1c(=S)sc2ccc3ccccc3c21 | 1.7 | -6 | 1.5 | 0 | -1.0 | 2 | -5 | / | / | /
COc1cc(-c2ccc3oc(-c4ccsc4)cc(=O)c3c2)cc(OC)c1OC | 5.4 | 2 | 0.6 | 20 | -0.5 | 29 | -4 | -20 | / | /
Cc1ccc(S(=O)(=O)NCc2cc(=O)n(C)c(=O)n2C)cc1C | 0.1 | -2 | -1.6 | 2 | i | 6 | -3 | -7 | -1 | 18
Cc1ccsc1CNC(=O)C1(C)CCN1C(=O)C(C)C (stereo not drawn) | / | / | -0.8 | -8 | -0.3 | / | 12 | / | / | /
COc1ccc(CN(C)CC(=O)NC(C)c2ccccc2)c(OC)c1 (stereo not drawn) | 1.1 | 9 | 0.2 | -1 | i | 4 | -4 | 8 | 4 | 25
COC(=O)c1cc(C#N)c(Oc2ccccc2)nc1C | 11 | -2 | / | 1 | 3.6 | -23 | -2 | -7 | 1 | /
CCCOc1ccc(N2C(=O)CC(NCCNc3ccc(S(=O)(=O)CC)cc3)C2=O)cc1 (stereo not drawn) | -0.8 | 17 | / | 9 | i | -2 | 0 | 5 | 2 | 10
CCN1CCN(c2ccc(N=Cc3ccc(O)cc3O)cc2)CC1 | 2.6 | 12 | 0.1 | -33 | -0.1 | 2 | -13 | 8 | 1 | 36
CCN(CC)CCN1C(=O)C(O)=C(C(=O)c2ccco2)C1c1ccccn1 (stereo not drawn) | 0.1 | -10 | / | 2 | 25 | 5 | 0 | 2 | -2 | -17

Fetched by compound from the entries so far (two):
SMILES | PfHsp40 yeast | SSB-PriA inh | TcdB GH inh | Y pestis TopoI | BH1578 lux ind | MazEF act | Anthrax LF inh2 | Rv3671c protease | 3CLpro inhibitor | VHR inh abs
CCCOc1ccc(N2C(=O)CC(NCCNc3ccc(S(=O)(=O)CC)cc3)C2=O)cc1 (stereo not drawn) | -0.8 | 17 | / | 9 | i | -2 | 0 | 5 | 2 | 10
Cc1ccc(S(=O)(=O)NCc2cc(=O)n(C)c(=O)n2C)cc1C | 0.1 | -2 | -1.6 | 2 | i | 6 | -3 | -7 | -1 | 18

The main list resumes, repeating the 5 entries before the break.
SMILES | PfHsp40 yeast | SSB-PriA inh | TcdB GH inh | Y pestis TopoI | BH1578 lux ind | MazEF act | Anthrax LF inh2 | Rv3671c protease | 3CLpro inhibitor | VHR inh abs
COc1ccc(CN(C)CC(=O)NC(C)c2ccccc2)c(OC)c1 (stereo not drawn) | 1.1 | 9 | 0.2 | -1 | i | 4 | -4 | 8 | 4 | 25
COC(=O)c1cc(C#N)c(Oc2ccccc2)nc1C | 11 | -2 | / | 1 | 3.6 | -23 | -2 | -7 | 1 | /
CCCOc1ccc(N2C(=O)CC(NCCNc3ccc(S(=O)(=O)CC)cc3)C2=O)cc1 (stereo not drawn) | -0.8 | 17 | / | 9 | i | -2 | 0 | 5 | 2 | 10
CCN1CCN(c2ccc(N=Cc3ccc(O)cc3O)cc2)CC1 | 2.6 | 12 | 0.1 | -33 | -0.1 | 2 | -13 | 8 | 1 | 36
CCN(CC)CCN1C(=O)C(O)=C(C(=O)c2ccco2)C1c1ccccn1 (stereo not drawn) | 0.1 | -10 | / | 2 | 25 | 5 | 0 | 2 | -2 | -17
COc1cc2c(cc1OC)CN(C(=O)C1(c3ccccc3)CC1)CC2 | 9.8 | -4 | -0.4 | 4 | i | -4 | 0 | -1 | 2 | -1
O=C(Nc1ccc(F)cc1)c1ccc(CN2CCc3ccccc3C2)cc1 | -0.5 | 1 | 2.3 | 0 | 0.8 | 4 | 7 | -3 | -4 | 9
COCCNC(=O)C(c1ccc(C)cc1)N(Cc1ccco1)C(=O)CCC(=O)Nc1ccccn1 (stereo not drawn) | -0.5 | -6 | -4.5 | 4 | -0.2 | -3 | 11 | -1 | 1 | -2
COCCn1c(C)cc(C(=O)COC(=O)/C=C/c2ccc(OC)cc2OC)c1C | 0.3 | 0 | 0.3 | 29 | -5.9 | 0 | -8 | 0 | / | /
Cc1ccnc(SCCn2c(N3CCN(C)CC3)nc3c2c(=O)n(C)c(=O)n3C)n1 | -1.0 | -6 | 1.6 | 1 | -0.5 | 6 | -13 | 4 | -7 | 32
CCc1ccc2[nH]c3nc(C)cc(C)c3c(=O)c2c1 | -0.7 | -3 | / | 3 | -0.4 | 6 | 0 | -9 | 7 | 2
O=C(CCCCl)NC1=NN(c2ccccc2)C(=O)C1 | -1.3 | -1 | -0.9 | 2 | -0.1 | 1 | -1 | -18 | 4 | 13
CCOc1ccc(NC(=O)NCc2cccn2C)cc1 | -1.7 | -1 | 0.3 | 2 | -6.2 | 1 | -1 | -1 | -1 | 24
O=C(NCCCN1CCCC1=O)Nc1ccc(Cl)cc1Cl | -0.3 | -4 | 0.9 | -5 | i | -2 | -5 | 9 | 1 | 41
C=CCn1c(=O)c2ccccc2n2nnc(C(=O)OCC)c12 | / | -2 | 0.6 | -15 | i | -21 | / | -1 | 2 | -3
CC1CSc2ccccc2NC1=S (stereo not drawn) | 1.5 | -1 | / | 15 | 3.0 | 8 | -6 | -1 | -2 | 31
Cc1ccc(NC(=O)COC(=O)c2ccc([N+](=O)[O-])s2)c(C)c1 | -1.6 | -9 | 0.6 | -9 | -0.3 | -5 | 0 | -28 | 1 | 16
COc1ccc(Cl)c2sc(N(CCN(C)C)C(=O)CCS(=O)(=O)c3ccc(C)cc3)nc12 | -0.5 | 0 | 1.5 | 3 | i | -20 | -3 | -2 | / | /
O=C1c2ccccc2NC2CCCCCN12 (stereo not drawn) | -1.2 | -1 | 1.1 | -10 | -0.7 | -1 | -6 | 2 | 10 | -9
CCN(CC)CCNC(=O)c1ccc(NC(=O)c2cc(S(=O)(=O)N3CCCCC3)ccc2N2CCOCC2)cc1 | -2.2 | -14 | 1.4 | -12 | i | 10 | -2 | / | / | /
O=C(CCC(=O)N1CC2C[C@@H](C1)Cn1c2cccc1=O)NCCc1ccccc1F | -1.7 | -8 | 0.2 | -7 | 0.3 | 1 | 4 | 0 | -2 | 1
CN(C)c1cccc(CNC(=O)c2ccc3sc([C@@H]4O[C@H](CO)[C@H](O)[C@H](O)[C@H]4O)nc3c2)c1 | / | / | -3.8 | -4 | -0.3 | / | 1 | / | / | /
O=C(O)C1C2C=CC(O2)C1C(=O)Nc1ccc(S(=O)(=O)Nc2ccccc2)cc1 (stereo not drawn) | 2.1 | 1 | / | 3 | -0.2 | 3 | 0 | -5 | 4 | -13
O=C(Nc1ccc(F)cc1)Nc1ccc(Oc2ncnc3cc(Cl)ccc23)nc1 | -0.1 | -14 | 0.8 | 4 | -0.4 | -14 | -5 | 4 | 4 | -8
CC[C@@]12C(=O)N(c3ccc(OC)cc3)C(=O)N1[C@H](c1ccc(Cl)cc1)[C@@H]1C(=O)N(C3CCCCC3)C(=O)[C@@H]12 | 0.7 | 6 | 1.2 | -4 | i | -4 | -5 | -6 | 8 | 28
O=C(c1cc2c(s1)CCC2)N1CCN(c2ccccc2)CC1 | 1.9 | -5 | / | 20 | i | -2 | 2 | 4 | 7 | 6
CCCCC1=CC2=CC(=O)C(C)(OC(=O)CC)C(=O)C2=CN1C1CCCC1 (stereo not drawn) | -0.3 | -14 | -1.5 | -4 | -4.0 | 10 | -7 | -6 | / | -4
COc1ccc(N2CCN(CCC(=O)c3ccc4ccccc4c3)CC2)cc1 | 0.1 | 8 | -1.5 | -2 | 0.2 | -1 | -5 | 1 | 0 | 9
COc1ccccc1N1CCN(CC(=O)Nc2nc(C)c(C(=O)N(C)C)s2)CC1 | -0.3 | 0 | -0.2 | 3 | -1.5 | 4 | 1 | 5 | 0 | -6
CC(=O)c1ccc(N2CCN(S(=O)(=O)c3c(C(=O)N4CCCCC4)c(C)n(C)c3C)CC2)cc1 | 0.3 | 15 | 0.7 | 19 | -2.1 | 8 | 1 | 6 | 7 | 1
O=C(CSc1ncnc2c1cnn2CCO)Nc1cccc(C(F)(F)F)c1 | 0.7 | -16 | / | -1 | i | -7 | -6 | -9 | 2 | -2
CC1CCC(NC(=O)C2CC(=O)N(c3ccc4c(c3)OCCO4)C2)CC1 (stereo not drawn) | 0.0 | -4 | -0.8 | -14 | -0.2 | 9 | -5 | -6 | -5 | 22
CCCN1CCN(C(=O)CCCNC(=O)c2ccc(Cl)cc2)CC1 | -1.8 | -4 | 0.5 | 9 | -0.3 | 6 | -5 | -10 | 3 | 21
Cc1cc(C(=O)C(C)OC(=O)C2=NNC(=O)CC2)c(C)n1-c1ccc(OC(F)F)cc1 (stereo not drawn) | 2.3 | 15 | / | 4 | i | -3 | -3 | -3 | 1 | 19
CC1CC(C)CN(CCCNC(=O)CN2C(=O)c3cccnc3Oc3ccc(Cl)cc32)C1 (stereo not drawn) | -0.4 | 10 | 0.7 | -9 | -0.3 | 6 | -4 | -3 | 2 | 29
Cc1ccc(CNC(=O)C(=O)NCC2OCCCN2S(=O)(=O)c2ccc(F)cc2)cc1 (stereo not drawn) | -1.5 | 5 | 1.0 | 11 | -0.6 | -3 | -2 | 2 | 4 | 14
COC(=O)c1ccccc1NC(=O)c1ccc(F)cc1 | 0.5 | -50 | 1.0 | 6 | -0.1 | 5 | -5 | 1 | 5 | 4
COc1ccc(-c2nc(C#N)c(NCCN(C)C)o2)cc1 | -1.1 | -7 | 1.9 | -1 | -0.3 | 3 | 2 | 3 | 0 | /
CSc1ccccc1OCc1cc(C(=O)NCCCn2nc(C)cc2C)no1 | -0.5 | 17 | -0.3 | 32 | 3.1 | 5 | -1 | -5 | -1 | 10
COc1cc(OC)c(OC)cc1/C=N/NC(=O)c1cccc(S(=O)(=O)N2CCOCC2)c1 | 0.3 | / | -0.1 | -16 | 0.2 | 1 | 0 | 3 | 3 | 14
O=S(=O)(Nc1nc2ccccc2nc1NCc1ccco1)c1ccc(F)cc1 | -0.2 | -1&-9 | -0.1 | -8 | -0.2 | -8 | -4 | -5 | -1 | 38
CCOC(=O)C1C(=O)C=C(c2ccc(C)cc2)CC1c1ccccc1 (stereo not drawn) | 1.4 | -26 | 0.5 | 5 | -0.2 | 0 | -2 | -6 | 2 | 1
Cc1cc(C(=O)COC(=O)c2ccc(NC(=O)CC#N)cc2)c(C)n1-c1ccc(OC(F)F)cc1 | -0.6 | -2 | 2.0 | 15 | i | -22 | -8 | -104 | / | /
O=C(NCc1cccs1)C1CC(=O)N(c2ccccc2)C1 (stereo not drawn) | -0.7 | 10 | / | -12 | i | 4 | 6 | 0 | 2 | 1
O=C(CN1CCCCC1)Nc1ccc(F)c(Cl)c1 | -0.6 | 1 | / | 5 | i | 6 | -6 | 13 | -7 | 6
O=C(CSc1cccc[n+]1[O-])N1CCCc2ccccc21 | -0.1 | 1 | 0.5 | 0 | 3.6 | 7 | -5 | -4 | 3 | 13

For reference, two of the compounds above:
SMILES | PfHsp40 yeast | SSB-PriA inh | TcdB GH inh | Y pestis TopoI | BH1578 lux ind | MazEF act | Anthrax LF inh2 | Rv3671c protease | 3CLpro inhibitor | VHR inh abs
Cc1ccc(CNC(=O)C(=O)NCC2OCCCN2S(=O)(=O)c2ccc(F)cc2)cc1 (stereo not drawn) | -1.5 | 5 | 1.0 | 11 | -0.6 | -3 | -2 | 2 | 4 | 14
COC(=O)c1ccccc1NC(=O)c1ccc(F)cc1 | 0.5 | -50 | 1.0 | 6 | -0.1 | 5 | -5 | 1 | 5 | 4

Source: PubChem

The list is partial (hit frequency here may not be typical).
